RSV antiviral HEp-2 = inhibition of RSV-induced cytopathic effect – HEp-2 cells, primary 10 µM value included (AID 2391); 310,000 compounds, 0.13% hits; CPE inhibition, % at 10 µM, or IC50 in µM where a hit was titrated; HEp-2 cells, RSV-induced CPE inhibition; higher % means a stronger effect; in the data active = a potency from the dose series; inconclusive = CPE inhibition mostly from about 23% at the one dose, without a potency; inactive = the rest, 99 in 100 with CPE inhibition below about 21%; note: strong numbers were not always called active
Salmonella PhoP GFP = PhoP-dependent GFP reporter repression – Salmonella Typhimurium, primary screen (AID 1863); S. Typhimurium PhoP-regulated promoter GFP reporter, 4 h; higher % means a stronger effect; inhibition, % at 50 µM, or IC50 in µM where a hit was titrated; 300,000 compounds, 0.16% hits;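 active = inhibition over 29.93%, a cutoff 3 SD above the screen mean, later confirmed by dose response; inconclusive = inhibition over 29.93% but no dose response follow-up; inactive = inhibition at most 29.93% or unconfirmed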;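 note: 0% = low Mg2+ inducing control and 100% = high Mg2+ repressing control; strong numbers were not always called active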
Large T inhibition = TAg ATPase/helicase activity blockers – biochemical (AID 1903); SV40 large T antigen ATPase/helicase inhibition assay; higher % means a stronger effect; inhibition, % at 20 µM, or IC50 in µM where a hit was titrated; 310,000 compounds, 0.39% hits; in the data active = a potency from the dose series; inconclusive = inhibition mostly from about 32% at the one dose, without a potency; inactive = the rest, 99 in 100 with inhibition below about 32%; note: strong numbers were not always called active
T cell HTS = T cell immune modulators affecting CD8 T cell-vesicle binding | 2C CD8+ T cell-vesicle binding, flow cytometry; hits give low values | calls only at 7 µM | 330,000 compounds, 0.068% hits | AID 2052;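 active = response, share of CD8 T cells binding vesicles, and their 90th percentile fluorescence all below set limits, cut at about 80% in these data, passing the limit was not always enough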
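incubation = binding step 1.5 h, 37 °C, antibody labelling 20 min, ice | test system = 2C mouse CD8+ T cells | read-out basis = percent CD8+ FL2 mean versus row control | controls = Peptide-free naked vesicles (low) and QL9 vesicles with 0.7% DMSO vehicle (high) | detection = flow cytometry of vesicle-bound cells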
Rac1 GTP hydrolysis = MgcRacGAP GTPase-activating activity inhibitors, confirmation, biochemical, ADP Hunter fluorescence | MgcRacGAP-stimulated Rac1 GTP hydrolysis, ADP Hunter fluorescence; higher % means a stronger effect; GST-tagged Rac1 F28L mutant substrate | inhibition, % at 30 µM; hits with a dose series show IC50 in µM | 340,000 compounds, 0.6% hits;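 active = first-screen hits whose inhibition reached a set limit at any dose in the follow-up dose series; inconclusive = inhibition above the set first-screen limit but never retested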;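 note: fluorescence reports GDP produced by GAP-driven GTP hydrolysis; strong numbers were not always called active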
NTR1 ag = agonists of NTR1, primary screen, imaging, U2OS cells, beta-arrestin-GFP, high content (AID 493036); activation, % at 20 µM; 330,000 compounds, 0.17% hits; NTR1-U2OS beta-arrestin-GFP spot imaging, agonist mode;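 active = activation at or above 40% of the spot to cytoplasm intensity ratio, with at least 20 cells analyzed; inconclusive = wells under 20 cells, flagged as cytotoxic or low count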;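 note: 0% = DMSO without peptide and 100% = 100 nM NTR1 peptide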
Target sequence (P30989 whole entry, looked up): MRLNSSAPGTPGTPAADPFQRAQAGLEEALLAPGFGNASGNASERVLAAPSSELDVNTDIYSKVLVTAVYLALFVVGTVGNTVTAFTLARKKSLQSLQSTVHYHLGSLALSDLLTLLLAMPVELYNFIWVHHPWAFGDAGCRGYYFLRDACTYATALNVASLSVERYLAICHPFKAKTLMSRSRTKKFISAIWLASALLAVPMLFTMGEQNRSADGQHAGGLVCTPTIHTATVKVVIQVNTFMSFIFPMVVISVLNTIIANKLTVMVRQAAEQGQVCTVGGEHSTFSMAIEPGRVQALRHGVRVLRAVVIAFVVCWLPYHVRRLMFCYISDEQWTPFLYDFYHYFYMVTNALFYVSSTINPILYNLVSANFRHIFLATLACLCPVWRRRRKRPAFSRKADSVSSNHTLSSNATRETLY
UTI89 phage lysis = inhibition of K1F phage lysis, E. coli UTI89, bacterial capsule biogenesis inhibitors, alamar blue (AID 488966) | E. coli UTI89 K1F phage lysis, alamar blue, 2 h; higher % means a stronger effect | inhibition, % at 100 µM; hits with a dose series show IC50 in µM | 340,000 compounds, 0.02% hits;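 active = phage lysis inhibition, versus mean bacterial control, above a set limit; inconclusive = no clear call, values can overlap the other calls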;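 note: capsule biogenesis inhibitors block K1F phage lysis so surviving cells raise fluorescence; higher fluorescence means more inhibition of phage lysis; actives were called in the ten point dose series up to 300 µM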
Myeloid diff MLP = compounds promoting myeloid differentiation. calls only at 10 µM. ER-HoxA9 myeloid progenitors, lysozyme-GFP differentiation, flow cytometry. AID 624256. 360,000 compounds, 1% hits;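 active = normalized GFP-positive differentiation at or above the plate's own cutoff, the solvent-only control mean plus 3 SD; inconclusive = no clear call, values can overlap the other calls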;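 note: cells exposed to compound for four days before flow analysis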
TNAP activators = stimulation of alkaline phosphatase TNAP activity – biochemical, luminescent, no phosphate acceptor, uHTS, primary screen (AID 1001); 200,000 compounds, 0.03% hits; activation fold at 20 µM, or EC50 in µM where a hit was titrated; purified TNAP, luminescent activation assay, no phosphate acceptor; higher activation fold means a stronger effect; in the data active = activation fold from about 3, or a potency from the dose series; inactive = the rest, 99 in 100 with activation fold below about 1.6; note: many of its hits are not listed in these tables
T cell HTS vesicle-bound % = further read-out of T cell HTS, marked with its call; double positive events, %; measured here: CD8+ vesicle-bound cell fraction;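 binding gate set so that unloaded-vesicle control wells show 10% double positive cells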
NTR1 ag cell count 20 µM = recorded beside NTR1 ag, whose call it bears; cell count; measured here: cell count, cytotoxicity flag
Myeloid diff MLP GFP+ MAC1+ % = second read-out of Myeloid diff MLP, no call of its own (marks repeat the call); GFP+ MAC1+ double positive, %; measured here: differentiation confirmed by MAC1 staining
Starred values were filed as active, the others as inactive; i = inactive; ? = inconclusive; nt = not tested or not shown; + = active, no number; [ ] = dose if it differs, or a comment. Compounds were not picked by outcome, and some 2.3% of all compounds hit somewhere here.

Order of values – NTR1 ag cell count 20 µM	Rac1 GTP hydrolysis	Large T inhibition	NTR1 ag	Myeloid diff MLP GFP+ MAC1+ %	Salmonella PhoP GFP	Myeloid diff MLP	UTI89 phage lysis	T cell HTS vesicle-bound %	RSV antiviral HEp-2	TNAP activators	T cell HTS
COc1cc(OC)cc(C(=O)NCC(C)NC(=O)c2cc(OC)cc(OC)c2)c1 (centres undefined)
 : 53	-1%	11%	-0.1	0.6	nt	i	-1.2%	58	1.7%	nt	i
COc1ccc(Br)cc1CNC(=O)Cn1nc(C)n2cccc2c1=O
 : 58	4%	-2%	-0.7	3.7	1%	i	-0.1%	8	0.4%	nt	i
CC(C)[C@H](NC(=O)C1CCN(C(=O)[C@@H]2CCCN2)CC1)C(=O)NCc1ccc(F)cc1
 : 81	4%	14%	1.9	2.3	6%	i	1.9%	11	nt	nt	i
CCN(C(=O)COC(=O)c1nc2nc(C)cc(C)n2n1)C1CCCCC1
 : 72	10%	4%	1.3	1.1	7%	i	0.1%[50 µM]	40	2.0%	nt	i
CCOC(=O)c1cc2c(ccn2-c2ccc(F)cc2)n1CC(=O)N(CC)CC
 : 47	1%	-2%	2.4	0.3	-1%	i	-0.8%	28	7.1%	1	i
Cc1ccn2nc(C(=O)OCC(=O)N(CC(C)C)C3CCS(=O)(=O)C3)nc2n1 (centres undefined)
 : 60	1%	nt	4.8	0.4	nt	i	0.3%[50 µM]	31	nt	nt	i
COc1cccc(C(C(=O)NC(C)(C)C)N(CC(C)C)C(=O)CCC(=O)Nc2cc(C)on2)c1OC (centres undefined)
 : 56	3%	1%	0.6	0.1	7%	i	1.9%	52	-0.3%	1.1	i
CCCCN(CCCC)S(=O)(=O)c1ccc2oc(C(=O)N3CCOCC3)c(C)c2c1
 : 91	2%	6%	1.1	1.9	9%	i	0.2%	3	6.5%	1	i
O=C(NC1CCCCC1)N(Cc1ccccc1)Cc1ccco1
 : 45	12%	5%	-0.4	0.7	-9%	i	2.5%	38	-1.5%	1	i
COc1ccc(-c2cc(C(F)F)n3ncc(C(=O)N4CCc5ccccc5C4)c3n2)cc1
 : 100	12%	14%	7.3	0.0	2%	i	0.4%	51	41%	1	i
CCCc1[nH]nc2c1C(c1ccc(OC)c(CSC3=NCCS3)c1)C(C#N)=C(N)O2 (centres undefined)
 : 57	12%	14%	32	0.2	-3%	i	0.5%	57	2.5%	1	i
O=[N+]([O-])c1ccc(-c2nc(Nc3cccc(O)c3)c3ccccc3n2)cc1
 : 97*	17%	9%	56*	0.5	4%	i	0.0%	nt	42%	nt	nt
Cc1ccccc1C(=O)NNC(=O)C(C)N1C(=O)c2ccccc2C1=O (centres undefined)
 : 49	8%	3%	1.9	0.7	-9%	i	3.5%	29	-0.7%	1.1	i
Cn1c(=O)c2cc(S(=O)(=O)NC(Cc3ccccc3)C(=O)NCc3ccco3)ccc2n(C)c1=O (centres undefined)
 : 63	-12%	8%	3.2	5.7	6%	i	-1.9%	42	1.6%	1	i
O=C(COc1ccc2ccc(=O)oc2c1)N1CC[C@@]2(O)CCCC[C@H]2C1
 : 79	12%	nt	1.6	2.7	nt	i	4.0%	32	0.7%	nt	i
CC(=O)N1CCN(S(=O)(=O)c2ccc(C)cc2)C1C(C)C (centres undefined)
 : 53	6%	7%	1.4	1.4	-7%	i	0.2%	29	-0.4%	1	i
OC(CNCCNc1ncccc1C(F)(F)F)Cn1ccc2ccccc21 (centres undefined)
 : 47	6%	2%	1.5	0.4	-6%	i	1.5%	32	-0.3%	nt	i
CC(=O)[C@@]1(O)CCC2C3C=CC4=CC(=O)CC[C@]4(C)C3CC[C@@]21C (some centres undefined)
 : 67	7%	nt	1.5	0.2	nt	i	0.1%[50 µM]	15	2.3%	nt	i
c1ccc(C2=Nn3c(nnc3-c3cccs3)SC2)cc1
 : 52	3%	24%	4.9	0.4	-2%	i	-1.0%	16	1.0%	nt	i
O=C(NC1CCCC1)C1c2ccccc2C(=O)N1C1CCCCC1 (centres undefined)
 : 48	5%	11%	2.8	1.1	-12%	i	5.8%	16	-1.1%	1.2	i
O=C(C1=C(O)C(=O)N(Cc2ccccc2)C1c1ccncc1)c1ccco1 (centres undefined)
 : 97	2%	10%	-5.0	0.7	4%	i	-1.9%	30	2.0%	1.1	i
COc1ccc(CNC(=O)c2c(-c3c(F)cccc3Cl)noc2C)cc1
 : 98	6%	10%	-2.4	nt	-1%	nt	0.2%	49	3.8%	nt	i
O=S(=O)(c1ccc(Br)s1)N1CCC(Cc2ccccc2)CC1
 : 50	10%	0%	3.0	1.0	-2%	i	5.4%	41	-0.2%	1.2	i
C/C(=N/NC(=O)c1ccoc1C)c1ccc(NC(=O)c2ccncc2)cc1
 : 36	7%	2%	-0.2	1.8	-1%	i	1.4%[50 µM]	48	4.2%	0.6	i
COc1ccc(N(CC(=O)NCc2ccc(C)cc2)S(=O)(=O)c2ccccc2[N+](=O)[O-])c(OC)c1
 : 36	2%	-1%	5.8	0.1	5%	i	0.5%	21	-1.3%	1	i
CC(C)NC(=O)C(Cc1ccccc1)N1C(=O)c2ccccc2C1=O (centres undefined)
 : 57	6%	3%	-1.0	0.9	1%	i	0.2%	12	-1.1%	1.1	i
Cc1ccccc1-n1c(C)nnc1SCC(=O)NC1CCCc2ccccc21 (centres undefined)
 : 54	9%	1%	-0.8	0.4	17%	i	3.4%	52	3.1%	1	i
O=C1c2ccccc2C(=O)N1c1nc(-c2cccs2)cs1
 : 56	14%	1%	1.7	1.0	-6%	i	-0.2%	41	1.4%	1.1	i
O=C1N(Cc2cccc(Cl)c2)C[C@@H]2C[C@@H](c3cccn3-c3cccnc3)N3CCC[C@@]123
 : 31	6%	8%	0.0	0.4	-2%	i	-0.1%	15	0.1%	1.1	i
COc1ccccc1-n1c(C)c2c(OC)cccc(=O)c2c1C
 : 43	7%	17%	0.5	0.2	8%	i	0.2%	13	4.2%	1.1	i
CC(C)(C)c1cc(S(=O)(=O)CCc2ccncc2)cc(C(C)(C)C)c1F
 : 40	4%	3%	1.6	1.5	3%	i	0.0%	14	1.9%	nt	i
COc1cc(-c2c(-c3cccc(C)c3)oc3ccccc23)cc(OC)c1OC
 : 91	3%	3%	0.1	0.5	-4%	i	0.7%	55	-1.6%	nt	i
COc1ccc(-c2cc(C(F)(F)F)nc(SCC(=O)N(C)Cc3cnn(C)c3C)n2)cc1OC
 : 66	9%	7%	2.6	0.1	-11%	i	2.7%[50 µM]	42	1.6%	1.2	i
CCCCCn1c(NC2CCCCC2)nc2c1c(=O)[nH]c(=O)n2C
 : 101	10%	nt	-0.3	1.5	-2%	i	-1.1%	37	-0.2%	nt	i
CN(C)S(=O)(=O)c1cccc(NC(=O)CSc2nc3ccccc3n2-c2ccccc2)c1
 : 47	10%	5%	3.1	0.3	11%	i	3.6%	46	?	1.1	i
Cc1ccccc1Nc1ccc(S(=O)(=O)N2CCOCC2)cc1[N+](=O)[O-]
 : 50	2%	8%	3.4	0.2	-4%	i	1.8%	48	14%	1	i
O=C(NCc1nnnn1-c1ccc(F)cc1)c1ccc([N+](=O)[O-])o1
 : 51	3%	10%	1.5	3.8*	3%	+	-2.3%[50 µM]	11	2.3%	nt	i
NC(=O)[C@H](Cc1cc2ccccc2s1)NC(=O)[C@@H]1CC2(CC(c3cccc(NC(=O)[C@@H]4CCC(=O)N4)c3)=NO2)CN1C(=O)/C=C/Sc1ccccc1 (some centres undefined)
 : 103	9%	12%	0.8	0.9	-1%	i	2.3%	12	0.6%	1	i
CCN(CC)c1nc2cc(C)ccc2cc1/C=C(\C#N)C(N)=O
 : 78	1%	-1%	-0.2	0.3	-2%	i	0.2%	53	3.2%	1	i
CC(N)C12CC3CC(CC(O)(C3)C1)C2 (centres undefined)
 : 55	2%	6%	-0.9	9.5	-3%	i	2.6%	44	0.9%	1.2	i
O=C(COc1ccc([N+](=O)[O-])cc1)NCCC1=CCCCC1
 : 65	5%	8%	3.5	0.4	7%	i	0.4%	25	4.8%	1.1	i
O=C(CSc1nnc(CNC(=O)c2ccco2)o1)c1ccccc1
 : 58	0%	14%	-1.0	2.3	8%	i	1.4%	50	1.8%	1.2	i
Cn1cccc1/C=N/N1CCN(Cc2ccccc2Cl)CC1
 : 51	82µM*	36%	-0.4	0.3	14%	i	-0.8%	56	nt	nt	i
O=C(Oc1ccc2c(c1)O/C(=C\c1ccncc1)C2=O)c1cccs1
 : 49	nt	9%	0.8	0.5	-21%	i	nt	14	nt	nt	i
Cn1nccc1C(=O)Nc1ccc(OC(=O)c2ccnn2C)cc1
 : 58	17µM*	24%	-0.1	7.2	-8%	i	0.5%	16	1.2%	1.2	i
O=C(CSc1ccc(Cl)cc1)Nc1ccc(-c2nc3ccccc3[nH]2)cc1
 : 54	8%	8%	-1.3	0.3	-16%	i	6.1%	27	2.2%	1.1	i
COC(=O)c1cccc(NC(=O)C2C3CCC(C3)C2C(=O)O)c1 (centres undefined)
 : 58	3%	15%	1.0	0.9	13%	i	0.3%	23	0.3%	1.1	i
COC(=O)C1(C)NC(c2ccc(F)cc2)C2C(=O)N(c3ccccc3)C(=O)C21 (centres undefined)
 : 67	6%	5%	0.8	0.6	-1%	i	0.2%	13	0.9%	nt	i
CC1CC(C)(C)NC(C)c2ccccc21 (centres undefined)
 : 60	8%	7%	-0.3	0.2	-4%	i	1.0%	3	-0.6%	1.1	i
Cc1cnc(C(=O)Nc2ccc(F)c(F)c2)cn1
 : 77	3%	0%	0.7	0.8	7%	i	0.7%	35	0.3%	1.1	i
O=C(CNC(=O)Cc1ccccc1)NCC(=O)OCc1ccccc1
 : 54	6%	13%	0.5	0.7	-3%	i	0.2%	52	0.2%	1.1	i
COc1ccccc1Oc1ncnc2c1cnn2-c1ccccc1
 : 60	9%	-2%	2.4	0.6	10%	i	1.0%	33	21%	1.1	i
Cc1cc(C)cc(C(=O)Nc2ccc(NC(=O)Cc3ccccc3)cc2)c1
 : 49	3%	7%	0.7	0.7	-2%	i	0.3%	6	3.6%	1.1	i

Bioassay records: PubChem BioAssay, several laboratories
